Compound activity from PubChem BioAssay.
UHRF1 binding – human UHRF1 methylated DNA binding inhibitors | AID 687016 | UHRF1 binding to methylated oligo, TR-FRET | actives 0.75% (n = 370,000) | inhibition, % at 4.4 µM; in the data active means inhibition above about 21%;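 further: UHRF1 SRA domain binding a hemimethylated CpG hairpin DNA probe; 0% = median of test compound wells and 100% = reference inhibitor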
TDP2 absorb – TDP2 (human) inhibition, absorbance primary screen; O95551; recombinant TDP2, T5PNP hydrolysis, p-nitrophenol absorbance 415 nm; inhibition, % at 12.8 µM; actives 0.34% (n = 370,000);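 active means inhibition above the mean of all tested compounds plus 3 SD, set per campaign, cut at about 25% in these data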;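 further: 0% = DMSO with enzyme and 100% = buffer with substrate but no TDP2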
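System – recombinant human TDP2 · Quantity – TDP2 enzyme at 120 nM final · Doses – single concentration, 12.8 µM nominal, with 1% DMSO · Incubation – 2 h at 37 °C · Measured by – epi absorbance of p-nitrophenol freed from T5PNP by hydrolysis · Read-out – % inhibition relative to enzyme-containing and enzyme-free wells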
SIAE inh – human SIAE inhibition, primary screen; Q9HAT2; SIAE FP-Rh probe binding, fluorescence polarization; inhibition, % at 9.66 µM; actives 0.69% (n = 370,000); AID 1053197;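 active means inhibition above a cutoff: mean of compounds within the control limits plus 3 SD of those, cut at about 17% in these data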;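 further: 0% = plate median of compound wells and 100% = probe without SIAE protein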
LEDGF integ inh – blocks HIV-1 LEDGF/p75-dependent DNA integration; TR-FRET IN-LEDGF/p75 DNA integration, Eu/Cy5; inhibition, % at 3.7 µM; actives 0.64% (n = 370,000); AID 743269;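 active means inhibition above the screen-wide mean plus 3 SD, cut at about 13% in these data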;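 further: signal is the Cy5 over europium emission ratio at 671 and 618 nm; 0% = plate median of compound wells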
Tn6 DDE FP – inhibitors of Tn6 peptide binding to human fibrin DD(E); actives 0.21% (n = 370,000); inhibition, % at 8.3 µM; Fibrin DD(E) TRITC-Tn6 fluorescence polarization displacement; AID 720509;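 active means inhibition above a per-campaign cutoff: mean of compounds within control limits plus 3 SD, cut at about 15% in these data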;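 further: 0% = median of all compound wells on the plate and 100% = blocking peptide control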
MBD2 inh – inhibitors of human MBD2 binding to methylated oligonucleotide. actives 0.31% (n = 370,000). inhibition, % at 4.4 µM. TR-FRET; in the data active means inhibition above about 13%
Target sequence (Q9UBB5 whole entry, looked up): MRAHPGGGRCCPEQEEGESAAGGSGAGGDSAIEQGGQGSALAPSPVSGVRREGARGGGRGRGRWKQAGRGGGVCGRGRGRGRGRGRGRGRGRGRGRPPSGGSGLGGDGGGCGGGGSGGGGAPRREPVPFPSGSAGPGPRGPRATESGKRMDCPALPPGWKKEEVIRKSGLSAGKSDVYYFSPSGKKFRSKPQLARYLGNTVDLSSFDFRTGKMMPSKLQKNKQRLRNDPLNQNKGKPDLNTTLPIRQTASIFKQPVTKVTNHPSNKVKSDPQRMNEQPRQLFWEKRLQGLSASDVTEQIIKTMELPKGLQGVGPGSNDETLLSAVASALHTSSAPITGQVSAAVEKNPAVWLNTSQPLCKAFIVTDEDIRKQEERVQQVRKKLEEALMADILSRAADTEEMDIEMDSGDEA
KLK7 zymogen act – activators of human kallikrein-7 zymogen. P49862. purified proKLK7, EDANS-DABCYL substrate fluorescence; 100% is mature enzyme control, 0% vehicle. activation, % at 7 µM. actives 0.9% (n = 370,000);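 active means activation above the mean of all tested compounds plus 3 SD, computed per campaign excluding outliers beyond control limits, cut at about 13% in these data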
Target sequence (P49862 whole entry, looked up): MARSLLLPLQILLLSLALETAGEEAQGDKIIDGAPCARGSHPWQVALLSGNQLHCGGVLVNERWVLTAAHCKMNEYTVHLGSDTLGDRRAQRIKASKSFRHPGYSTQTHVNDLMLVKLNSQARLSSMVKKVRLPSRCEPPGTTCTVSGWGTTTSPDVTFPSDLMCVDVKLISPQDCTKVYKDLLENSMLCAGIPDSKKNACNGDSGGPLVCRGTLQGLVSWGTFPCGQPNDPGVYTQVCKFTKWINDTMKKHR
TCR CD3 inh – human TCR-CD3 binding inhibition; TAMRA-labeled TCR probe fluorescence, biochemical; actives 0.37% (n = 360,000); inhibition, % at 9.4 µM; in the data active means inhibition above about 19%;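 further: recombinant mutant TCR 2C K166C tagged with TAMRA read by polarization; 0% = receptor in buffer alone and 100% = receptor with positive control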
PRMT1 FP inh – inhibitors of human PRMT1; Q99873; recombinant PRMT1, activity-based probe fluorescence polarization; inhibition, % at 2.79 µM; actives 1.3% (n = 370,000);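 active means inhibition above about 21% made by adding two undisclosed values, limit read from the data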
Target sequence (Q99873 whole entry, looked up): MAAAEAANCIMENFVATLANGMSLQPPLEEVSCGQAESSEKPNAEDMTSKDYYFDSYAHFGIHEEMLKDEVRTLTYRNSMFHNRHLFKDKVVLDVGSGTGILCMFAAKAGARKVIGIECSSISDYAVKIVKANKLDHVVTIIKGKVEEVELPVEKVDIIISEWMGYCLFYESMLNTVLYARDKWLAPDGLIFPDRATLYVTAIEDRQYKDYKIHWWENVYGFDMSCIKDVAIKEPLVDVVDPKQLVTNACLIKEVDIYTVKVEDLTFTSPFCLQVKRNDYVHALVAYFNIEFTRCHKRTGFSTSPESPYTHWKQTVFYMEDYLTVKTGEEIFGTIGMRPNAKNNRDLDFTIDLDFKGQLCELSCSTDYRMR
DDE Tn7 FP inh – inhibitors of Tn7 peptide binding to human fibrin DD(E). P02675. FP displacement of FITC-Tn7 peptide from fibrin DD(E); 0% = median of compound wells per plate. inhibition, % at 8.3 µM. actives 0.13% (n = 370,000). AID 720508;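 active means inhibition above the mean of compounds falling within the control limits plus 3 SD of them, cut at about 14% in these data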;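 further: 0% = plate median of compound wells and 100% = 10 µM Aha-Tn7 peptide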
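Assay system: Human fibrin DD(E) protein | Medium: Tris buffer with calcium and detergent, pH 7.8 | Reagent: 0.1 µM fluorescent Tn7 | Compound dosing: Single point at 8.3 µM | Times: 10 min preincubation, 3 h with tracer, room temperature | Detection: Fluorescence polarization of the labelled Tn7 tracer | Controls: Aha-Tn7 high control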
Numbers without * were called inactive; / = no result given.

TCR CD3 inh	PRMT1 FP inh	KLK7 zymogen act	DDE Tn7 FP inh	Tn6 DDE FP	MBD2 inh	SIAE inh	TDP2 absorb	LEDGF integ inh	UHRF1 binding	mol
4.8	0.8	-0.2	1.3	-0.6	4.2	6.6	1.2	1.5	0.4	CC(=O)/C(=C(/O)c1ccccc1)c1nc2ccccc2[nH]1
7.8	-2.2	-0.3	6.8	-0.2	1.4	-2.7	2.1	2.0	-0.6	COC(=O)C1(S(=O)(=O)c2ccc(C)cc2)CCOCC1
3.8	-2.9	0.6	-2.8	11.4	0.5	4.3	0.1	0.6	-0.8	Cc1nn(-c2ccccc2)c2c1C(=O)N(c1ccccc1)C(=O)C(C)(C)C2
-3.4	-1.4	-0.2	-0.3	8.4	-3.2	-5.5	3.6	3.3	-0.2	CC(C)CN1C(=O)C(=O)N(CC(=O)c2ccc3c(c2)CCCC3)C1=O
2.2	-1.6	-0.3	-2.5	-3.5	1.3	-1.2	7.8	3.2	2.3	CCCCN(CCCNC(=O)Cn1ncc2ccsc2c1=O)Cc1ccccc1
9.6	-5.4	4.0	-1.9	-1.7	1.8	-4.9	12.5	2.8	-1.9	CCCc1cc(=O)oc2cc(C)cc(OC(C)C(=O)NCCCn3ccnc3)c12 (centres undefined)
7.2	0.1	-0.2	-2.3	1.9	-0.2	2.3	-5.5	0.7	-1.8	Cc1cc(C(=O)NNC(=S)NCc2ccco2)n(C)n1
2.9	40.4*	0.6	-5.9	-0.2	-2.1	-8.7	10.3	6.4	7.9	CN1CCc2nc(SCC(=O)Nc3ccc(OC(F)(F)F)cc3)c(C#N)c(-c3cccs3)c2C1
4.8	-4.8	0.4	-3.7	-2.8	-1.7	11.0	13.1	1.8	-1.7	CC(C)(Oc1ccc(Cl)cc1)C(=O)OCc1nc2ccsc2c(=O)[nH]1
-7.8	3.8	0.1	-1.2	-0.5	3.4	-0.4	7.3	-1.9	1.4	COCCCNC(=O)c1ccc2c(c1)OCO2
1.0	-6.6	0.1	-11.1	-3.4	-0.6	-7.8	-19.2	1.0	0.7	CCOC(CNC(=O)CN1C(=O)COc2ccc(S(=O)(=O)N3CCOCC3)cc21)OCC
-4.2	0.2	-0.3	0.5	4.3	3.4	-6.7	7.2	-0.5	1.6	CCCCOc1c(Br)cc(/C=C2\N=C(C)OC2=O)cc1OCC
-6.1	1.9	0.1	9.3	-1.1	-4.3	4.4	1.7	0.1	1.6	Nc1ccc(S(=O)(=O)NC2(C(F)(F)F)NC(=O)N(c3ccccc3F)C2=O)cc1 (centres undefined)
-12.4	5.3	0.1	0.2	-4.6	8.4	7.2	-11.9	-1.6	5.6	Nc1nonc1-n1nnc(C(=O)N/N=C\c2cccc(Cl)c2)c1CN1CCOCC1
1.1	3.2	-0.3	0.5	-1.2	5.3	-1.6	-2.5	-3.5	2.4	COc1ccc(-c2nc3ccccn3c2CN2CCN(c3ccccc3F)CC2)cc1

Next section; the last 7 above are carried over.
TCR CD3 inh	PRMT1 FP inh	KLK7 zymogen act	DDE Tn7 FP inh	Tn6 DDE FP	MBD2 inh	SIAE inh	TDP2 absorb	LEDGF integ inh	UHRF1 binding	mol
4.8	-4.8	0.4	-3.7	-2.8	-1.7	11.0	13.1	1.8	-1.7	CC(C)(Oc1ccc(Cl)cc1)C(=O)OCc1nc2ccsc2c(=O)[nH]1
-7.8	3.8	0.1	-1.2	-0.5	3.4	-0.4	7.3	-1.9	1.4	COCCCNC(=O)c1ccc2c(c1)OCO2
1.0	-6.6	0.1	-11.1	-3.4	-0.6	-7.8	-19.2	1.0	0.7	CCOC(CNC(=O)CN1C(=O)COc2ccc(S(=O)(=O)N3CCOCC3)cc21)OCC
-4.2	0.2	-0.3	0.5	4.3	3.4	-6.7	7.2	-0.5	1.6	CCCCOc1c(Br)cc(/C=C2\N=C(C)OC2=O)cc1OCC
-6.1	1.9	0.1	9.3	-1.1	-4.3	4.4	1.7	0.1	1.6	Nc1ccc(S(=O)(=O)NC2(C(F)(F)F)NC(=O)N(c3ccccc3F)C2=O)cc1 (centres undefined)
-12.4	5.3	0.1	0.2	-4.6	8.4	7.2	-11.9	-1.6	5.6	Nc1nonc1-n1nnc(C(=O)N/N=C\c2cccc(Cl)c2)c1CN1CCOCC1
1.1	3.2	-0.3	0.5	-1.2	5.3	-1.6	-2.5	-3.5	2.4	COc1ccc(-c2nc3ccccn3c2CN2CCN(c3ccccc3F)CC2)cc1
-1.9	3.5	-1.1	-0.1	-0.6	-3.8	0.1	-2.1	-4.1	1.7	CCNC(=O)c1cc2c(c(-c3cccc(-c4cncnc4)c3)n1)[C@@H](CCO)N(C(C)=O)C2
-7.7	0.0	-0.2	6.8	-5.3	-4.5	-6.1	-8.3	1.8	-1.6	Cc1c(C(=O)N(C)Cc2ccc(OC(F)F)cc2)oc2ccccc12
-3.9	0.2	-0.5	-3.2	-1.3	2.1	-2.7	2.9	-1.2	3.4	CCCCn1c(N)c(N(CC(C)C)C(=O)c2cc(-c3ccc(F)cc3)nc3ccccc23)c(=O)[nH]c1=O
5.6	-1.3	6.6	2.3	3.2	-1.9	-0.8	0.0	-5.4	0.9	CC(=O)c1cccc(NC(=O)C2CCCN(S(=O)(=O)c3cccc4nonc34)C2)c1 (centres undefined)
0.2	-0.5	-0.4	-0.3	-3.6	1.7	4.6	1.9	-2.1	-1.0	CCOc1ccc(CSC(=N)N)cc1
6.4	1.0	0.6	10.5	8.0	-0.3	-2.1	-4.5	1.0	-0.1	O=C(NCCC1=CCCCC1)C1CCN(S(=O)(=O)c2cccc(C(F)(F)F)c2)CC1
-0.3	5.9	0.3	-1.0	-1.5	1.8	-2.5	-18.4	-1.5	3.6	CC1(C)N=C(c2ccc(Cl)cc2Cl)C(=O)N1
0.3	-1.9	-0.4	-6.4	-3.8	2.3	-0.3	-18.2	1.5	0.2	CCCC[C@@H]1CCCO[C@@](C(=O)NCc2ccccn2)(C(F)(F)F)C1
-7.2	1.5	-1.0	-0.5	-0.4	-1.0	4.9	3.6	-3.0	-1.2	CCOc1ccc(OCCNC(=O)C(NC(=O)c2c(F)cccc2F)C(C)C)cc1 (centres undefined)
3.4	-3.3	-0.1	0.8	8.6	4.0	-7.0	12.4	3.9	8.7	CSc1nc(C)cc(SCC(=O)N/N=C/c2ccccc2)n1
-4.1	3.3	0.5	4.5	1.0	5.2	3.6	-2.2	-0.7	4.1	Cc1ncc(CN2CCN(C(C)C)C(CCO)C2)s1 (centres undefined)
0.6	2.4	-0.4	-5.8	4.4	-4.6	-1.4	8.7	-2.8	-3.4	Cc1cc(-n2nc(C)cc2C)nc(NS(=O)(=O)c2ccccc2Cl)n1
9.7	-2.1	0.6	0.5	-2.8	-1.2	-0.3	6.2	-0.9	2.7	CC(=O)Nc1ccc(S(=O)(=O)Oc2ccc(/C=N/N=C3/NC(=O)C(CC(=O)O)S3)cc2)cc1 (centres undefined)
/	2.7	0.2	0.4	1.9	2.9	1.6	0.1	-1.6	4.4	CC(C)[C@H](N)C(=O)N[C@@H](Cc1ccccc1)C(=O)N1CCC2CCN(S(=O)(=O)c3ccccc3)CC21 (some centres undefined)
4.0	-1.9	-0.1	1.2	-4.3	-2.4	-8.9	7.3	-0.4	2.0	NC(=O)CC(NC(=O)Cc1ccc(Br)cc1)c1ccc(NCc2cc(F)ccc2F)c([N+](=O)[O-])c1 (centres undefined)

Given as comma-separated lines: entries from further up.
SMILES,TCR CD3 inh,PRMT1 FP inh,KLK7 zymogen act,DDE Tn7 FP inh,Tn6 DDE FP,MBD2 inh,SIAE inh,TDP2 absorb,LEDGF integ inh,UHRF1 binding
CC(=O)Nc1ccc(S(=O)(=O)Oc2ccc(/C=N/N=C3/NC(=O)C(CC(=O)O)S3)cc2)cc1 (centres undefined),9.7,-2.1,0.6,0.5,-2.8,-1.2,-0.3,6.2,-0.9,2.7
CCOc1ccc(OCCNC(=O)C(NC(=O)c2c(F)cccc2F)C(C)C)cc1 (centres undefined),-7.2,1.5,-1.0,-0.5,-0.4,-1.0,4.9,3.6,-3.0,-1.2

Going on with the list.
TCR CD3 inh	PRMT1 FP inh	KLK7 zymogen act	DDE Tn7 FP inh	Tn6 DDE FP	MBD2 inh	SIAE inh	TDP2 absorb	LEDGF integ inh	UHRF1 binding	mol
-2.9	-5.4	0.8	1.2	0.3	-3.1	-0.3	3.6	-0.1	0.1	CN1CCC(=O)N([C@H](CSc2ccc(Br)cc2)Cc2ccccc2)CC1
-1.2	-5.4	-0.6	-1.4	6.4	-2.8	-4.3	-11.6	0.7	-4.0	CCc1c(C)c(C#N)c2nc3ccccc3n2c1NC
-11.5	-1.5	0.2	-4.2	-8.7	-0.5	2.2	-13.3	6.5	5.9	O=C(c1ccc(F)cc1)C1CCN(C(=O)N2CCOCC2)CC1
-0.7	-0.4	0.5	2.6	-5.7	2.7	-1.5	8.3	2.9	15.2	CCOC(=O)c1cc(S(=O)(=O)N2CC(C)CC(C)C2)cn1C (centres undefined)
5.2	-1.5	-30.8	0.6	-1.2	-0.8	6.4	1.5	3.9	-8.3	COc1ccc(CNC(=O)c2c(N)n(CCCN3CCOCC3)c3nc4ccccc4nc23)cc1
0.2	-1.0	-0.6	0.5	-2.9	0.0	4.2	-0.8	1.8	-0.6	Cn1ncc2c(NNC(=O)C3CCCCC3)ncnc21
-8.1	-1.5	-0.5	-4.2	7.0	-4.1	-2.6	-16.9	0.5	-0.4	Cc1cc(=O)[nH]c(N/N=C/c2cccc(Br)c2)n1
0.0	-0.6	0.3	0.4	1.6	0.8	-9.0	-2.0	0.5	0.1	COc1ccc(-c2cc(C)no2)cc1S(=O)(=O)Nc1cccc(C)c1
8.2	7.5	-8.2	-0.9	-1.3	1.3	-10.8	-11.0	1.2	4.0	COc1cccc(NC(=O)c2cc(-c3ccco3)nc3ccccc23)c1
-1.9	18.6	0.5	1.4	-3.0	2.2	3.1	12.6	0.1	-0.4	COc1ccc(-n2c(=S)[nH]c3c(sc(=S)n3-c3ccccc3)c2=O)c(OC)c1
2.0	-0.6	-0.6	-7.5	-3.2	-1.6	2.4	15.5	2.2	0.9	CC1CC(C)(C)NC(=S)N1CCCC(=O)Nc1ccc(F)cc1 (centres undefined)
0.0	-2.9	0.0	-6.6	2.8	0.2	1.7	1.9	-1.6	-1.8	Cc1ccccc1C(=O)Nc1ccccc1NC(=O)c1ccccc1Br
-0.6	0.7	-0.3	-5.6	1.1	4.8	1.4	-4.3	-2.6	0.6	Cc1cc(C)nc(N(C#N)Cc2ccccc2)n1
3.9	-0.3	0.7	8.1	3.2	0.5	-8.4	-11.1	-3.9	0.7	Cc1ccc(S(=O)(=O)N(c2cccc(C(F)(F)F)c2)C2C=CS(=O)(=O)C2)cc1 (centres undefined)
2.3	-2.4	0.4	-1.3	0.8	-3.8	-4.4	5.7	3.9	-1.0	O=C(CSc1nnc(Nc2ccccc2F)s1)NC1CCCC1

The order is random. Share with any hit: about 4.6%.
